Efflux pump mplx: antifungal efflux pump inhibition, Nile Red retention. hit rate 0.44% among 330,000. inhibition, % at 10 µM. S. cerevisiae Candida pump triplex;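 active means plate passing quality check with inhibition over a set limit, or well fluorescence over plate mean plus 4 SD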;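 further: Nile Red retained in pooled yeast measured as flow cytometry median fluorescence; 0% = buffer negative control and 100% = Enniatin B positive control; higher means more Nile Red kept so more efflux inhibition; some compounds called inactive have numbers as strong as hits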
PP1 counter: PP1-alpha (human) inhibition in PP5 counter-screen. P62136. inhibition, % at 6.7 µM. hit rate 0.9% among 320,000. purified PP1alpha, OMFP fluorescence. AID 2235;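 active means inhibition above the mean inhibition of all tested compounds plus 3 SD, computed separately for each screening campaign, cut at about 15% in these data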
TPT1 inh: inhibitors of Candida albicans tRNA 2'-phosphotransferase TPT1. recombinant caTPT1, FP RNA substrate dephosphorylation. inhibition, % at 5 µM. hit rate 0.81% among 300,000;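 active means inhibition above the mean of all tested compounds plus 3 SD, set per screening campaign, cut at about 24% in these data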;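 further: plate controls were DMSO alone for no effect and ferristatin control at 100 nM for full effect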
JMJD2C inh: blocks human GASC-1 demethylase activity | GST-JMJD2C(1-420) H3K9me3 demethylation, DELFIA europium | hit rate 0.069% among 330,000 | inhibition, % at 2.35 µM | Q9H3R0;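 active means more than half of a compound's replicate wells show inhibition beyond 50%, single wells judged on their own value; inconclusive means some, but no more than half, of replicates pass 50% inhibition; inactive means no replicate passes 50% inhibition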;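 further: signal counts dimethyl H3K9 product captured on neutravidin plate; 0% = median of DMSO wells and 100% = 0.3 times that DMSO median; strong numbers were not always called active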
Target sequence (Q9H3R0 1-420 limits assumed): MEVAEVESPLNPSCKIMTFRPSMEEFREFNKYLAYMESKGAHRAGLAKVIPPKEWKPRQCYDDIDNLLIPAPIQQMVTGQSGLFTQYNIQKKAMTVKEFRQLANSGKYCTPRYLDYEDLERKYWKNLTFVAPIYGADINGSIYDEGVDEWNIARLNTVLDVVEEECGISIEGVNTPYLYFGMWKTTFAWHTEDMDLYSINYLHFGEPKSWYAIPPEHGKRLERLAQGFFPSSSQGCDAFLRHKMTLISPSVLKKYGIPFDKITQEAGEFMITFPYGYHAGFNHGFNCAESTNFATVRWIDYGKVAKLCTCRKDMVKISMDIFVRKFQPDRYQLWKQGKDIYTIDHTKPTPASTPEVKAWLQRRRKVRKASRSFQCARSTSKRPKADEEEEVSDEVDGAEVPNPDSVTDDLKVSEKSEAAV
PP5 primary: PP5 (human) phosphatase inhibition; P53041; purified PP5c, OMFP substrate fluorescence; inhibition, % at 6.7 µM; hit rate 0.18% among 320,000; AID 1987;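 active means inhibition above the campaign's mean inhibition across all tested compounds plus 3 SD, cut at about 9.5% in these data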;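 further: 0% = DMSO only and 100% = 100 µM cantharidin control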
Target sequence (P53041 whole entry, looked up): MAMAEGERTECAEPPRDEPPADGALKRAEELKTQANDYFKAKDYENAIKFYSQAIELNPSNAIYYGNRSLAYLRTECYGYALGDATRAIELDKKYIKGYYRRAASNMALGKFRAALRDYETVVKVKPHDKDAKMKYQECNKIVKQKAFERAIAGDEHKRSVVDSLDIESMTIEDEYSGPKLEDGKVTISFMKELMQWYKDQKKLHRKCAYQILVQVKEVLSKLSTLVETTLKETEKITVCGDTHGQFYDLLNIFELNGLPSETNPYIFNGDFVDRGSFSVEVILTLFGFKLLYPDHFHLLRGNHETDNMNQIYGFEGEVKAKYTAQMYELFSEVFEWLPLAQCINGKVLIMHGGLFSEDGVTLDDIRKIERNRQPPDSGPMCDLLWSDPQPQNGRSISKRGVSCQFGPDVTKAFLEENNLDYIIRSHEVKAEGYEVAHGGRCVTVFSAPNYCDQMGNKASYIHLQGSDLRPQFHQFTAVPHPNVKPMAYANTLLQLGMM
LYPLA2 counter: blocks human lysophospholipase 2, a PME1 counter-screen; recombinant LYPLA2, FP-Rh probe fluorescence polarization; inhibition, % at 5.9 µM; O95372; AID 2177; hit rate 0.38% among 320,000;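 active means inhibition above the screen-wide mean plus 3 SD, limit set per campaign, cut at about 26% in these data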;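 further: 0% = LYPLA2 with DMSO and 100% = wells lacking LYPLA2 enzyme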
HCV core dimer: blocks dimerization of HCV core protein; inhibition, % at 5 µM; hit rate 0.33% among 300,000; AID 1899; TR-FRET GST/Flag-core106 dimerization, 1536-well;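 active means inhibition above the mean of all tested compounds plus 3 SD, set per screening campaign, cut at about 45% in these data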
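test system = GST/Flag-tagged HCV core106 proteins | probe or stimulus = Eu donor and XL665 acceptor anti-tag antibodies | times = compound-protein-antibody incubation 4 h at 22.5 °C | signal = TR-FRET, excitation 340 nm, emission 617 and 671 nm | measure = percent inhibition of core106 dimerization signal | controls = wells lacking GST-core106 and wells with excess unlabelled core106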
PREPL inh: inhibitors of human prolyl oligopeptidase-like enzyme PREPL | AID 2751 | hit rate 0.68% among 320,000 | Q4J6C6 | inhibition, % at 5.96 µM | recombinant PREPL, fluorescence polarization activity-based probe; in the data active means inhibition above about 43%;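 further: 0% = enzyme with DMSO and 100% = wells lacking enzyme; many of its hits are not listed in these tables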
CTSL1 counter: cathepsin L1 inhibition, PFM18AAP counter-screen; recombinant F. hepatica cathepsin L1, Z-Leu-Arg-MCA fluorescence; inhibition, % at 5.96 µM; hit rate 0.49% among 300,000; AID 1906;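 active means inhibition above the mean of all tested compounds plus 3 SD, set per screening campaign, cut at about 17% in these data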;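 further: 0% = plate median of test compound wells and 100% = 1 µM Z-Phe-Ala-diazomethylketone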
Active calls of the source: *; ? = inconclusive; . = no result given. An excerpt; rates above refer to the full screens.

Fields: Efflux pump mplx	PP1 counter	TPT1 inh	JMJD2C inh	PP5 primary	LYPLA2 counter	HCV core dimer	PREPL inh	CTSL1 counter
- CC(SCc1ccccc1)C(=O)Nc1ccccc1F (stereo not given)
  -0.1	-0.5	-0.7	12.0	2.1	6.9	-3.4	1.0	-0.7
- CSCCC(NC(=O)c1ccco1)C(=O)NC1CCCCCC1 (stereo not given)
  0.0	-3.0	-1.3	-0.1	1.5	-1.2	-1.2	2.9	6.3
- C/C(=N/NC(=O)C1CCCC1)c1ccc(NC(=O)C(F)(F)F)cc1
  0.1	-3.5	-2.4	-4.2	2.5	7.7	-1.7	0.2	3.4
- Cc1cc(=O)oc2cc(OCC(=O)OCC(=O)N3CCc4ccccc43)ccc12
  0.1	-1.8	-8.7	2.4	0.4	-2.0	7.2	-4.0	-10.8
- COc1ccc(NC(=O)c2cn(CCC#N)nc2-c2cc3ccccc3o2)cc1
  -0.2	4.2	-0.5	-0.4	1.4	0.5	-0.6	1.7	-1.8
- COCCCNC(=O)CCCOc1ccccc1
  0.0	2.8	-0.1	4.0	-0.2	8.2	-1.4	-2.5	-2.9
- CCOC(=O)C1CCN(Cc2c(O)ccc3ccccc23)CC1
  0.0	-4.4	4.1	2.4	-1.3	-0.5	-6.0	6.0	-1.3
- CCCCCSc1nc(O)cc(=O)[nH]1
  -0.1	1.8	-2.9	-2.0	0.3	-4.3	-4.0	5.8	0.1
- CCCCC(=O)Nc1nnc(S(=O)(=O)N2CCCCCC2)s1
  -0.1	-0.4	-2.4	2.2	3.2	3.3	-4.2	-0.4	-0.7
- CCOC(=O)c1ccc(NC(=O)COc2coc(CN3CCc4ccccc43)cc2=O)cc1
  0.1	-3.4	-1.2	-20.3	-2.7	3.0	14.4	2.2	4.2
- O=C(NCCc1ccc(F)cc1)c1cccc(NC(=O)c2ccccc2)c1
  -0.1	7.4	-3.5	2.6	2.6	-23.9	-6.9	-12.0	0.1
- CC(C)(C)OC(=O)CNC(=O)c1[nH]cnc1C(=O)N[C@@H](Cc1ccccc1)C(=O)OC(C)(C)C
  0.0	3.9	-3.4	-1.5	7.5	-2.6	7.2	-0.9	3.0
- c1ccc(-c2noc(C34CC5CC(CC(C5)C3)C4)n2)nc1
  0.0	1.5	-1.0	-20.2	-0.9	-2.9	0.3	-4.0	-8.4
- C[C@@H]1NC(=O)c2cc([N+](=O)[O-])cc(F)c2NCCC[C@@H](C(N)=O)NC(=O)[C@H](CC(N)=O)NC1=O
  0.0	2.3	1.8	-5.2	0.9	2.0	6.7	-6.7	1.1
- COc1ccccc1N1CCN(C(=O)c2ccc3[nH]c(C)c(C)c3c2)CC1
  0.0	-1.8	-1.6	13.8	2.5	1.1	9.3	-2.0	-2.1
- CCCS(=O)(=O)c1nc(S(=O)(=O)c2ccc(C)cc2)c(NCCCN2CCCC2=O)s1
  -0.2	-1.3	-2.9	1.7	-0.8	2.8	-2.5	-2.4	0.3
- CC(=O)NC(c1ccc(F)cc1)c1cccnc1 (stereo not given)
  -0.1	-5.1	-5.0	6.4	1.1	-0.2	3.7	-9.9	-3.2
- O=C(C1CCCN1S(=O)(=O)c1cccc2cccnc12)N1CCc2ccccc21 (stereo not given)
  0.3	-9.0	-7.9	-15.8	4.8	-6.4	6.5	2.9	-0.1
- Cc1ccc(C2=NS(=O)(=O)N(C)C(C(=O)Nc3ccc4c(c3)OCO4)=C2)cc1
  -0.5	0.4	-2.5	0.3	3.5	-0.1	5.7	4.6	4.2
- CN(Cc1cc2ccccc2[nH]c1=O)C(=O)c1cccs1
  0.0	-3.4	1.6	-0.5	1.3	4.6	-0.8	5.9	0.7

Entries of single compounds, quoted from the list. Order of values: Efflux pump mplx	PP1 counter	TPT1 inh	JMJD2C inh	PP5 primary	LYPLA2 counter	HCV core dimer	PREPL inh	CTSL1 counter
`Cc1cc(=O)oc2cc(OCC(=O)OCC(=O)N3CCc4ccccc43)ccc12` across the screens: 0.1	-1.8	-8.7	2.4	0.4	-2.0	7.2	-4.0	-10.8
`c1ccc(-c2noc(C34CC5CC(CC(C5)C3)C4)n2)nc1` across the screens: 0.0	1.5	-1.0	-20.2	-0.9	-2.9	0.3	-4.0	-8.4

Next section.
Fields: Efflux pump mplx	PP1 counter	TPT1 inh	JMJD2C inh	PP5 primary	LYPLA2 counter	HCV core dimer	PREPL inh	CTSL1 counter
- S=c1[nH]c(-c2ccccc2)cn1/N=C/c1cccnc1
  -0.2	-3.0	5.1	2.3	1.7	-1.0	-2.8	0.6	0.5
- COc1ccc(/C=N/NC(=O)c2ccncc2)cc1Cn1nc([N+](=O)[O-])c(Br)c1C
  0.1	1.6	-6.2	-1.7	0.3	-15.6	4.6	-45.5	2.0
- Cc1ccc(S(=O)(=O)NNC(=O)Nc2cccc(F)c2)c(C)c1
  -0.1	-6.0	-4.4	-3.2	2.5	1.5	7.6	-28.1	-3.3
- COc1ccccc1NC(=O)c1cc(N)cc(C(=O)Nc2ccccc2OC)c1
  -0.2	-4.2	-0.8	-3.7	2.2	4.4	3.2	15.8	-4.5
- Cn1c(CN2CCN(c3ccc(Cl)cc3)CC2)nc2ccccc21
  0.1	-2.0	-1.1	5.2	2.2	-6.3	2.9	27.6	1.1
- COCCSc1nnc(NC(=O)Cc2ccc(OC)cc2)s1
  0.1	-1.3	-3.4	15.1	-0.9	4.5	-1.4	11.3	-2.0
- CC1(C)Cc2cccc(C(=O)NC3CCN(Cc4ccccc4)CC3)c2O1
  -0.1	-4.4	-0.3	6.9	2.3	4.4	3.6	7.6	-0.8
- O=C(CNC(=O)c1ccco1)OCC(=O)c1ccc2ccccc2c1
  -0.2	-2.4	4.3	5.4	-3.9	-3.9	1.8	2.6	2.1
- COc1cc(OC)c(C(=O)OCC(=O)N2CC(=O)Nc3ccccc32)cc1OC
  -0.1	-2.3	-0.1	2.2	-1.2	7.8	-2.2	4.7	-0.1
- CCN(CC)CCNc1nc2c(c(=O)[nH]c(=O)n2C)n1CCCc1ccccc1
  0.0	-4.2	-0.6	4.0	1.6	-0.1	7.9	-0.8	-2.2
- CCOc1cc(/C=C2\CCC/C(=C\c3cc(Cl)c(O)c(OCC)c3)C2=O)cc(Cl)c1O
  -0.2	0.0	16.1	-10.8	-1.1	-3.5	33.0	-9.8	0.1
- COCc1cc(=O)n2[nH]c(SCc3ccccc3)nc2n1
  0.1	-0.7	-2.9	-13.7	0.0	-5.5	2.0	7.6	-1.9
- COc1ccc(CC2(CO)CCN(Cc3cnn(C)c3C)CC2)cc1
  -0.1	-2.9	-1.5	8.0	-1.1	1.4	3.1	0.5	9.9
- Cc1cc(C)nc(NS(=O)(=O)c2ccc(N/C=C/C(=O)c3ccc(Cl)c(Cl)c3)cc2)n1
  0.4	-0.8	-0.8	-3.1	3.7	0.3	3.9	12.4	0.7
- CCC1(c2ccccc2)NC(=O)N(CC(=O)Nc2ccc(S(=O)(=O)N3CC(C)CC(C)C3)cc2)C1=O (stereo not given)
  0.1	0.5	-3.0	-28.8	5.4	-69.9	14.6	-32.1	0.7
- CCC(C)(C(=O)NC1CCCCC1)N(Cc1ccco1)C(=O)CNC(=O)c1ccccc1 (stereo not given)
  0.0	1.8	-1.8	-19.6	1.1	-2.3	2.8	4.6	-1.6
- Cn1c(=NC(=O)c2ccc3c(c2)OCCO3)sc2cc(S(C)(=O)=O)ccc21
  0.1	0.1	-1.1	?	9.5	8.6	4.2	0.7	3.2
- N#Cc1ccc(CN2C(=O)NC3(CCCCCC3)C2=O)cc1
  0.1	3.0	-1.7	-14.4	3.9	1.3	-13.1	6.8	-1.1
- O=C(Cc1ccccc1[N+](=O)[O-])NNC(=O)c1ccncc1
  -0.1	-2.3	.	2.0	2.8	3.6	.	2.6	.
- COC(=O)c1c(C)[nH]c(C(=O)OC(C)C(=O)N(C)C2CCCCC2)c1C (stereo not given)
  -0.1	-2.0	-0.1	?	0.3	8.4	-4.0	8.8	-5.9

As entered above.
COc1ccccc1NC(=O)c1cc(N)cc(C(=O)Nc2ccccc2OC)c1 in PP1 counter → -4.2
Cc1ccc(S(=O)(=O)NNC(=O)Nc2cccc(F)c2)c(C)c1 in JMJD2C inh → -3.2
Cc1cc(C)nc(NS(=O)(=O)c2ccc(N/C=C/C(=O)c3ccc(Cl)c(Cl)c3)cc2)n1 in PREPL inh → 12.4

The list continues.
Fields: Efflux pump mplx	PP1 counter	TPT1 inh	JMJD2C inh	PP5 primary	LYPLA2 counter	HCV core dimer	PREPL inh	CTSL1 counter
- COc1ccc(C2C(C(=O)c3sc(C)nc3C)=C(O)C(=O)N2CCCn2ccnc2)cc1 (stereo not given)
  -0.1	-5.2	0.5	-4.4	-3.7	8.0	3.6	-5.0	1.1
- CCc1ccc(OCc2nnc(SCC(=O)NCc3ccco3)o2)cc1
  0.5	3.6	1.4	-6.6	2.4	2.3	-2.6	9.2	0.8
- CC(C)N1CCN(Cc2ccc(Oc3ncccn3)cc2)CC1CCO (stereo not given)
  0.1	-4.0	-0.5	12.9	0.5	3.8	-5.3	10.4	-1.6
- Cc1ccc(NC(=O)CCN2CCN(CCO)CC2)cc1Br
  -0.3	0.5	-5.3	-0.7	-1.0	-5.9	-1.9	2.8	0.4
- O=[N+]([O-])c1ccc(N=Cc2c(O)ccc3ccccc23)cc1
  -0.1	-4.8	3.3	0.6	-0.8	5.4	13.6	10.7	11.8
- CCOC(=O)Cn1nnnc1CN(Cc1cccs1)Cc1cc2cc(C)ccc2[nH]c1=O
  0.2	-1.4	-0.8	-1.5	2.9	2.6	10.2	16.0	-2.9
- O=C(CCCn1c(=S)[nH]c2ccsc2c1=O)NCc1ccco1
  -0.4	-3.4	0.6	-7.0	-0.9	6.2	-0.2	9.0	3.5
- Cc1nc2cc(C(F)(F)F)ccc2n1C1CCN(C(=O)N2CCOCC2)CC1
  -0.1	-8.3	0.8	1.5	0.3	-2.5	-14.1	11.0	5.4
- Cc1cccc(C)c1OCC(=O)Nc1c(C)nn(C)c1C
  -0.1	1.6	-1.8	8.6	2.0	1.3	3.4	-1.8	0.5
- Cc1cccc(Oc2nc(CN3CCOCC3)nc3sc4c(c23)CCCC4)c1
  0.0	6.2	0.3	32.6	1.8	1.4	-3.1	17.1	2.7
- Cc1cc(NC(=O)Nc2c[nH]c(=O)[nH]c2=O)ccc1Br
  0.0	1.0	0.3	53.4*	-2.3	1.6	-2.4	-0.4	-0.7
- Cc1ccc(/C=C2\SC(=S)N(/N=C/c3cc([N+](=O)[O-])ccc3O)C2=O)o1
  0.2	6.1	7.1	15.9	-1.0	1.6	5.4	16.7	10.9
- Cc1cc(=O)c(C(=O)Nc2cccc(C(=O)NC3CC3)c2)nn1-c1ccccc1Cl
  0.1	0.1	.	11.4	0.8	0.4	.	11.0	.
- CC(=O)NC(CSc1cc(C)nc2ccc(Br)cc12)C(=O)O (stereo not given)
  0.0	1.7	2.0	2.9	0.0	-2.7	14.6	-3.0	-2.4
- c1ccc(-n2nnnc2SCc2ccccn2)cc1
  0.2	-0.7	2.9	0.6	2.0	1.2	-0.1	2.9	-0.5
- CCC(C)(C)NC(=O)C(c1ccc(C)cc1)N(CC1CCCO1)C(=O)c1csnn1 (stereo not given)
  0.9	-4.4	-0.3	-0.1	2.4	-0.2	1.3	-4.4	-1.8
- CCOCC(O)CSCc1ccc(Cl)cc1 (stereo not given)
  0.0	0.3	-1.8	10.6	-1.1	2.1	-1.3	8.0	1.2
- CSc1ncccc1C(=O)Nc1ccc(F)c(F)c1F
  0.1	-1.6	-1.8	7.2	1.5	9.7	-1.8	-0.4	-1.7
